BoNT A protease: BoNT/A light chain protease inhibitors, primary screen, biochemical, flow cytometry, MLPCN library | inhibition, % at 10 µM | Botulinum neurotoxin type A light chain protease (Clostridium botulinum A str. ATCC 3502) | 360,000 compounds, 0.17% hits | AID 588499, 2011 | multiplex microsphere protease substrate cleavage; further: plate controls were buffer without enzyme for full effect and enzyme alone for no effect
GDH-TPI inh: GDH-TPI coupling enzyme inhibitors, primary screen, artefact control for M. tuberculosis FBA inhibitor project, biochemical, absorbance, full deck | 360,000 compounds, 1.2% hits | inhibition, % at 4.8 µM | GDH-TPI coupled enzyme counterscreen, NADH absorbance | AID 588335, 2011; in the data active means inhibition above about 30%;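 further: 0% = DMSO wells and 100% = wells lacking the enzyme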
Mtb UGM inh: M. tuberculosis UGM enzyme inhibitors, primary screen, biochemical, fluorescence polarization, single point | 320,000 compounds, 0.06% hits | UDP-galactopyranose mutase (Mycobacterium tuberculosis (strain ATCC 25618 / H37Rv)), … | inhibition, % at 10 µM | purified UGM, fluorescence polarization probe displacement; in the data active means inhibition above about 10%, passing the limit was not always enough; inconclusive means no clear call, values can overlap the other calls
FBA Mtb inh: Mtb FBA enzyme inhibitors, primary screen, biochemical, fluorescence, strain H37Rv | Fructose-bisphosphate aldolase (Mycobacterium tuberculosis (strain ATCC 25618 / H37Rv)), … | purified M. tuberculosis FBA, fluorescence read-out | inhibition, % at 1 µM | 360,000 compounds, 2.3% hits | AID 588726, 2011; in the data active means inhibition above about 27%;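 further: 0% = vehicle and 100% = reference inhibitor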
BioA inh: M. tuberculosis BioA enzyme inhibitors, primary screen, biochemical, plate reader, single point, HTS | 7,8-diaminopelargonic acid synthase BioA (Mycobacterium tuberculosis) | purified M. tuberculosis BioA enzyme | inhibition, % at 9.99 µM | 360,000 compounds, 0.096% hits; in the data active means inhibition above about 40%; inconclusive means no clear call, values can overlap the other calls
FadD28 FP inh: inhibitors of FadD28 bisubstrate probe binding, primary screen, biochemical, fluorescence polarization, single point | 360,000 compounds, 0.22% hits | inhibition, % at 12.5 µM; in the data active means inhibition above about 8.5%, passing the limit was not always enough; inconclusive means no clear call, values can overlap the other calls
PfHsp40 yeast: rescue of yeast from PfHsp40 toxicity, primary screen, S. cerevisiae, ATP luminescence. 340,000 compounds, 0.68% hits. S. cerevisiae expressing PfHsp40, growth rescue. AID 504582, 2011. growth rescue, % at 12.5 µM; in the data active means growth rescue above about 28%, passing the limit was not always enough; inconclusive means no clear call, values can overlap the other calls;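 further: yeast W303a lacking pdr1 and pdr3 grown in galactose medium; growth measured after three days at 30 °C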
BoNT-F LC inh: BoNT/F light chain protease inhibitors, primary screen, biochemical, flow cytometry, MLPCN library; Botulinum neurotoxin type F light chain protease (Clostridium botulinum); Multiplex microsphere protease cleavage assay; inhibition, % at 10 µM; 360,000 compounds, 0.22% hits; AID 588497, 2011; in the data active means inhibition above about 35%, passing the limit was not always enough; inconclusive means no clear call, values can overlap the other calls; further: plate controls were buffer without enzyme for full effect and enzyme alone for no effect
Anthrax LF inh2: Bacillus anthracis LF protease inhibitors, primary screen, biochemical, multiplex microsphere, MLPCN library; Lethal factor (Bacillus anthracis), P15917; multiplex microsphere protease cleavage assay; inhibition, % at 10 µM; 360,000 compounds, 0.12% hits; AID 588501, 2011; further: plate controls were buffer without enzyme for full effect and enzyme alone for no effect
Target sequence (P15917 whole entry, looked up): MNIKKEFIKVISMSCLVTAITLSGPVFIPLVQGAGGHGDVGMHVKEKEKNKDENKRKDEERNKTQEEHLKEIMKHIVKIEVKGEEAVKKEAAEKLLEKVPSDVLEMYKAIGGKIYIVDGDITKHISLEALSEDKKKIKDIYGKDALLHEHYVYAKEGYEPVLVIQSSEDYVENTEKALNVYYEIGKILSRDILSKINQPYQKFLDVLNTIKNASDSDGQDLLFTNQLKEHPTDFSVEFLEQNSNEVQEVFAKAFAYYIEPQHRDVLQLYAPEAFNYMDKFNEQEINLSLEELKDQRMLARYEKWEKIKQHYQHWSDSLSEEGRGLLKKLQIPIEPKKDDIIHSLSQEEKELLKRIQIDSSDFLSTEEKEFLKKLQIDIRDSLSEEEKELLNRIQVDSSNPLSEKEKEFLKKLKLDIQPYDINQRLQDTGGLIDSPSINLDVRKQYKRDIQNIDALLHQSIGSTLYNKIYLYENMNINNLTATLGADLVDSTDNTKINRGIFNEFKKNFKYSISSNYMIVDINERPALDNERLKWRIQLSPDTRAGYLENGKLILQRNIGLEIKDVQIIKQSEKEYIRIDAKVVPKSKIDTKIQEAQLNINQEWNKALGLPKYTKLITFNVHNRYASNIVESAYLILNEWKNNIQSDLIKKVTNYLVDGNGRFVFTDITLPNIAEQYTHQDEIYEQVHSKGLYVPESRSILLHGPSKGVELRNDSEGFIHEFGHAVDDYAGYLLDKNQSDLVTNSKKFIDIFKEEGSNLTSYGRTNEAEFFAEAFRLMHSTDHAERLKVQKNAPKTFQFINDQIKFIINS
* = called active by the depositor; ? = inconclusive; / = no result given; & = joins results of further samples. Unless noted, no stated cut-off is given here; in the data, active means inhibition above about 30%; inconclusive means no clear call, values can overlap the other calls; inactive means below that.

SMILES	BoNT A protease	GDH-TPI inh	Mtb UGM inh	FBA Mtb inh	BioA inh	FadD28 FP inh	PfHsp40 yeast	BoNT-F LC inh	Anthrax LF inh2
COc1cc(C(=O)NCC(=O)N2CCN(S(=O)(=O)c3cc(C)ccc3C)CC2)cc(OC)c1OC	0.6	4	1.2	4	-0.4	/	-0.4	5	0
Oc1ccc(C[C@@H](CN2CCC[C@@H]2CN2C(=S)NC[C@@H]2Cc2ccccc2)N2C[C@H](Cc3ccccc3)N(CCc3ccccc3)C2=S)cc1	-0.7	/	/	-4	-0.8	-4.8	/	-6	-3
CC(C)CNC(=S)NNC(=O)c1csc2c1CCC(C)C2 (configuration not stated)	-0.6	-8	3.3	0	-0.2	-2.4	3.8	1	-2
O=C(CSc1nnc(-c2ccncc2)n1Cc1ccco1)Nc1ccccc1Cl	0.4	-5	1.0	-1	/	-2.6	0.1	-7	-1
Cc1cccc(C)c1N1CCc2cn[nH]c21	-0.4	-5	-0.3	0	0.2	-2.1	4.6	-10	-1
Cc1onc(-c2ccccc2Cl)c1C(=O)N(Cc1nc(-c2ccccc2)no1)C1CCCCC1	-0.4	4	2.4	0	-1.2	-1.5	0.8	0	-4
CC(C)(C)SCCNC(=O)/C=C/c1ccc([N+](=O)[O-])cc1	0.2	/	1.4	/	/	-2.1	1.8	3	-1
Fc1ccccc1-n1cn[nH]c1=S	0.4	-1	2.2	-7	/	0.6	0.2	0	0
CCC(C)n1c(SCC(=O)N(CC)c2c(N)n(Cc3ccccc3)c(=O)[nH]c2=O)nc2ccccc2c1=O (configuration not stated)	-0.6	1	/	-2	-1.5	-0.8	-1.4	-5	-6
CN1CCN(c2ccc(S(=O)(=O)N3CCCCC3)cc2NC(=O)COc2cccc(Cl)c2)CC1	-2.9	1	-0.4	-2	-0.4	-2.9	0.4	-18	-2
O=C(NC(c1ccc(-c2ccccc2)cc1)c1cnccn1)C1CCN(CCOc2ccc(Cl)cc2Cl)CC1 (configuration not stated)	-0.2	5	/	-1	-2.0	-4.4	/	-2	4
CCN(CC)C(=O)Cn1ncc2c1-c1ccccc1OC2	-1.1	11	-2.5	5	-1.2	-1.2	-0.8	-4	-9
COCc1cc(=O)[nH]c(-c2ccccc2)n1	-0.5	2	-1.5	1	-5.2	-1.4	0.4	-3	-1
CCOC(=O)c1ccc(Nc2nnc(C)c3ccccc23)cc1	0.0	27	1.1	-1	-0.6	-5.1	0.8	2	0
CCOc1ccc(NS(=O)(=O)c2ccc(NC(=O)c3ccccn3)cc2)cc1	/	3	-4.0	5	1.4	-2.2	0.2	/	/
CCO[C@H]1OC(C(=O)Nc2ccccc2)=C[C@@H](c2cn(C(C)=O)c3ccccc23)[C@@H]1CCCO	0.5	10	2.6	2	1.0&-0.1	-3.8	2.1	0	4
O=C(Cc1cn(Cc2cccc(Cl)c2)c2ccccc12)N1CCCC1	-0.4	1	-2.5	-1	1.1	-3.3	5.0	-4	-1
O=C(NC(=S)N1CCOCC1)C12CC3CCC(CC(C3)C1)C2	0.1	-1	3.2	-3	/	-3.7	-1.2	-6	-2
CCN1C[C@@H]2[C@@H]3C(=O)N(C)C(=O)[C@@H]3[C@](C)(C1=O)N2C(=O)c1ccc(Cl)cc1	-0.8	-7	/	0	0.5	-2.6	-0.3	-3	-4
CC(=O)Nc1ccc(NC(=O)CSc2ccc(-c3sc(C)nc3C)nn2)cc1	0.7	0	2.0	-2	-1.0	-1.9	-2.3	14	4
O=S(=O)(NCCCCNS(=O)(=O)c1c(F)cccc1F)c1ccc2c(c1)OCCO2	-0.1	-4	-0.1	-1	-0.1	-0.6	-0.5	-8	-8
Cc1noc(C)c1CSc1nc2sc(C)c(C)c2c(=O)n1-c1ccccc1	-0.4	16	-3.1	1	0.5	-0.9	-0.6	-11	-10
O=C(NCCN1CCOCC1)C(=O)NCC1OCCN1S(=O)(=O)c1ccccc1 (configuration not stated)	0.1	-5	-1.2	4	-0.8	-2.3	-0.3	4	-8
O=C(Nc1ccccc1)C1CC=CCC1C(=O)OCC1CCCO1 (configuration not stated)	-7.8	20	-0.9	1	-1.4	1.4	-0.8	-17	?
Cc1noc(C)c1COC(=O)C1CC(O)CN1S(=O)(=O)c1ccc(Cl)cc1 (configuration not stated)	-1.5	-3	1.9	0	-0.4	-1.5	0.4	-5	-1
O=C(C[C@@H]1C/C=C/CC[C@@H](Cc2ccc(F)cc2)C(=O)OC[C@H](Cc2ccccc2)NC1=O)N[C@H](CO)Cc1ccccc1	0.1	-3	1.9	-2	-1.6	-5.2	-0.7	-7	0
O=C(COC(=O)COc1ccc(Br)cc1)NC1CCS(=O)(=O)C1 (configuration not stated)	-0.4	1	/	0	-0.4	0.0	/	-3	-8
Cn1c(O)c(Cc2cccc(Cl)c2Cl)c(=O)n(C)c1=O	-2.6	11	-2.1	-1	-0.7	-2.2	-1.2	-1	1
CCOC(=O)c1cc(S(=O)(=O)N2CCN(Cc3ccccc3)CC2)cn1C	-0.1	8	0.1	-1	1.2	-0.9	-0.2	-5	-5
COc1ccc(Cl)cc1NC(=O)CSc1nnc(Cc2ccc(C)cc2)c(=O)[nH]1	2.6	9	-0.4	1	3.6	-4.2	-1.1	-5	-6

An excerpt from above in order of molecular weight, low to high.
SMILES	BoNT A protease	GDH-TPI inh	Mtb UGM inh	FBA Mtb inh	BioA inh	FadD28 FP inh	PfHsp40 yeast	BoNT-F LC inh	Anthrax LF inh2
COCc1cc(=O)[nH]c(-c2ccccc2)n1	-0.5	2	-1.5	1	-5.2	-1.4	0.4	-3	-1
CC(C)(C)SCCNC(=O)/C=C/c1ccc([N+](=O)[O-])cc1	0.2	/	1.4	/	/	-2.1	1.8	3	-1
O=C(NC(=S)N1CCOCC1)C12CC3CCC(CC(C3)C1)C2	0.1	-1	3.2	-3	/	-3.7	-1.2	-6	-2
CC(C)CNC(=S)NNC(=O)c1csc2c1CCC(C)C2 (configuration not stated)	-0.6	-8	3.3	0	-0.2	-2.4	3.8	1	-2
O=C(Cc1cn(Cc2cccc(Cl)c2)c2ccccc12)N1CCCC1	-0.4	1	-2.5	-1	1.1	-3.3	5.0	-4	-1
CCOC(=O)c1cc(S(=O)(=O)N2CCN(Cc3ccccc3)CC2)cn1C	-0.1	8	0.1	-1	1.2	-0.9	-0.2	-5	-5
O=C(CSc1nnc(-c2ccncc2)n1Cc1ccco1)Nc1ccccc1Cl	0.4	-5	1.0	-1	/	-2.6	0.1	-7	-1
O=S(=O)(NCCCCNS(=O)(=O)c1c(F)cccc1F)c1ccc2c(c1)OCCO2	-0.1	-4	-0.1	-1	-0.1	-0.6	-0.5	-8	-8
CCO[C@H]1OC(C(=O)Nc2ccccc2)=C[C@@H](c2cn(C(C)=O)c3ccccc23)[C@@H]1CCCO	0.5	10	2.6	2	1.0&-0.1	-3.8	2.1	0	4
O=C(NC(c1ccc(-c2ccccc2)cc1)c1cnccn1)C1CCN(CCOc2ccc(Cl)cc2Cl)CC1 (configuration not stated)	-0.2	5	/	-1	-2.0	-4.4	/	-2	4
O=C(C[C@@H]1C/C=C/CC[C@@H](Cc2ccc(F)cc2)C(=O)OC[C@H](Cc2ccccc2)NC1=O)N[C@H](CO)Cc1ccccc1	0.1	-3	1.9	-2	-1.6	-5.2	-0.7	-7	0

Another view of some results above:
smiles: COc1cc(C(=O)NCC(=O)N2CCN(S(=O)(=O)c3cc(C)ccc3C)CC2)cc(OC)c1OC
  BoNT A protease = 0.6	GDH-TPI inh = 4	Mtb UGM inh = 1.2	FBA Mtb inh = 4	BioA inh = -0.4	FadD28 FP inh = /	PfHsp40 yeast = -0.4	BoNT-F LC inh = 5	Anthrax LF inh2 = 0
smiles: O=S(=O)(NCCCCNS(=O)(=O)c1c(F)cccc1F)c1ccc2c(c1)OCCO2
  BoNT A protease = -0.1	GDH-TPI inh = -4	Mtb UGM inh = -0.1	FBA Mtb inh = -1	BioA inh = -0.1	FadD28 FP inh = -0.6	PfHsp40 yeast = -0.5	BoNT-F LC inh = -8	Anthrax LF inh2 = -8

Screening results deposited in PubChem by several laboratories.
